TbREL1 inh: TbREL1 inhibition, primary screen; TbREL1 RNA ligation, FRET fluorescence; inhibition, % at 9.66 µM; 89,000 tested, 0.49% active; AID 1117264;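 active means inhibition above the mean inhibition across all screened compounds plus 3 SD, cut at about 11% in these data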;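 further: 0% = plate median of test wells and 100% = NSC42067 control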
Target sequence (P86926 whole entry, looked up): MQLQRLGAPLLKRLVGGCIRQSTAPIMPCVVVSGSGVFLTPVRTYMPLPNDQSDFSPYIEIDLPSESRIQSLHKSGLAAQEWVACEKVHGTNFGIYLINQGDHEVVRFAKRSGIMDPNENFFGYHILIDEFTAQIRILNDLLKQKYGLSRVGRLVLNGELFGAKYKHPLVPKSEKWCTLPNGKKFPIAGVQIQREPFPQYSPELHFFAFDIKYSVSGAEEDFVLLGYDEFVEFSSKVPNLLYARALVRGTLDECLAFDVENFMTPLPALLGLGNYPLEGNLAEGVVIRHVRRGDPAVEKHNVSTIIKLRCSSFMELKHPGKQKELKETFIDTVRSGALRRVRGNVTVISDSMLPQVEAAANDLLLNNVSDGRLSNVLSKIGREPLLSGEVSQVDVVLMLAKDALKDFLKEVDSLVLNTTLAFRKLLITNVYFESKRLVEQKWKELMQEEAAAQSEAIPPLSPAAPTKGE
The depositor's hits bear a star.

`Cc1ccc(C2(C(F)(F)F)N=C3Sc4cc(C)ccc4N3C(=O)N2)cc1` (stereo not drawn) gave TbREL1 inh 3.
`Cc1nc2ccc(S(=O)(=O)NCC(=O)NCc3ccc(F)cc3)cc2s1` gave TbREL1 inh 3.
`Cc1ccc(O)c(/C=N/NC(=O)COc2ccc3c(C)cc(=O)oc3c2)c1` gave TbREL1 inh -1.
O=C(O)Cn1nc(-c2ccc(F)cc2)oc1=O was read as TbREL1 inh 0.
CCN1C(=NCc2ccco2)N[C@@H](c2cccc(C(F)(F)F)c2)C(C(=O)OC)=C1C was read as TbREL1 inh 4.
Screening COc1ccc(CCNC(=O)CCOc2cc(C)ccc2C)cc1OC returned TbREL1 inh -2.
Screening O=c1cnnc(N/N=C/c2ccc3c(c2)OCO3)[nH]1 returned TbREL1 inh 3.
Screening Cc1cc(C)nc(SCC(=O)Nc2ccccc2[N+](=O)[O-])n1 returned TbREL1 inh -1.
Screening O=C(N/N=C/c1ccc(Cl)cc1Cl)c1n[nH]c2c1CCCC2 returned TbREL1 inh 4.
`CCN1CCN(C(=O)N(Cc2ccc(Cl)cc2)S(=O)(=O)c2ccc(C)cc2)CC1` gave TbREL1 inh 4.
Screening Cc1cccc(C(=O)NNC(=O)c2ccccc2)c1 returned TbREL1 inh 0.
For O=C(CSc1nnc(-c2ccco2)n1Cc1ccccc1)c1ccc(F)cc1 the results were TbREL1 inh 7.
CCOc1nc(SCCOc2ccc(C)cc2)nc(N(C)C)n1 was read as TbREL1 inh 3.
`CCN(CC)CCCNC(=O)c1nn(-c2ccccc2OC)c(=O)c2ccccc12` gave TbREL1 inh 1.
For CSc1nc(N(C)C)nc(N(C)C#N)n1 the results were TbREL1 inh 6.
Screening Cn1nnnc1SCC(=O)N1CCc2ccccc21 returned TbREL1 inh -2.
Screening O=C(NCCc1ccc(Cl)cc1)c1ccc(CNc2c(N3CCOCC3)c(=O)c2=O)cc1 returned TbREL1 inh -3.
`COc1ccc(-c2c(C)cc3oc(=O)cc(-c4ccccc4)c3c2C)cc1OC` gave TbREL1 inh 2.
`O=C(Cc1ccccc1)c1ccc2c(c1)OCCO2` gave TbREL1 inh 1.
Screening O=C(C1CCCN1S(=O)(=O)c1cccc2cccnc12)N1CCc2ccccc2C1 (stereo not drawn) returned TbREL1 inh 0.
For CC(=O)c1c(OC(=O)c2cccc(Cl)c2)c2ccccc2n1C the results were TbREL1 inh -2.
For O=C(NCc1cccc(Cl)c1)C1CCC(=O)N(CCN2CCOCC2)C1 (stereo not drawn) the results were TbREL1 inh -3.
`COc1ccc(C(C)=O)cc1COC(=O)c1cccc(N(C)C)c1` gave TbREL1 inh -2.
C/C(Cc1ccccc1)=N\NC(=O)c1cc(C(C)(C)C)[nH]n1 was read as TbREL1 inh 2.
`CCOC(=O)c1[nH]c2ccccc2c1NC(=O)c1ccc(S(=O)(=O)N2CCCCC2)cc1` gave TbREL1 inh 3.
For O=S(=O)(c1ccc(F)cc1)n1c(CN2CCOCC2)nc2ccccc21 the results were TbREL1 inh -1.
For CCOC(=O)[C@H]1[C@H]2COc3ccccc3[C@@H]2N2C(=O)c3cc(OC)ccc3NC(=O)[C@@]12C the results were TbREL1 inh 0.
`COc1cccc(N2CCN(S(=O)(=O)c3ccc4nc(-c5ccccc5)[nH]c4c3)CC2)c1` gave TbREL1 inh -4.
O=C(CN1C(=O)COc2ccccc21)c1ccc(Cl)cc1 was read as TbREL1 inh 2.
`C=C1C(C(=O)Nc2ccccc2)C1C(=O)Nc1ccccc1` (stereo not drawn) gave TbREL1 inh 2.
For C/C(=N\NC(=O)Cn1cnc2ccccc21)c1cccs1 the results were TbREL1 inh 0.
Screening Cc1ccc(-c2nnc(SCC(=O)Nc3ccc(OCc4ccccc4)cc3)n2-c2ccc(Cl)cc2)cc1 returned TbREL1 inh 2.
COc1ccc2c(c1)sc(=NC(=O)CS(=O)(=O)c1ccc(F)cc1)n2C was read as TbREL1 inh -2.
O=C(CS(=O)(=O)c1c[nH]c2ccccc12)N1CCc2ccccc21 was read as TbREL1 inh 1.
`Cc1noc(C)c1C(=O)OCC(=O)c1c[nH]c2ccccc12` gave TbREL1 inh 2.
Screening COc1cccc2cc(C(=O)N3CCCc4ccccc43)oc12 returned TbREL1 inh 6.
For CCc1nc2ccccc2c(=O)n1/N=C/c1ccc(Cl)cc1 the results were TbREL1 inh 4.
For c1ccc2c(c1)OCC(c1csc3ncnc(N4CCCCC4)c13)O2 (stereo not drawn) the results were TbREL1 inh 6.
`CCC(CC)c1nnc(NC(=O)CN2C(=O)NC3(CCCC3)C2=O)s1` gave TbREL1 inh 3.
Cc1cc(C)cc(N(C(=O)c2csnn2)C(C(=O)NC2CCCCC2)c2ccccn2)c1 (stereo not drawn) was read as TbREL1 inh -1.

The list goes on, starting with the last 5 of the part before.
Screening COc1cccc2cc(C(=O)N3CCCc4ccccc43)oc12 returned TbREL1 inh 6.
For CCc1nc2ccccc2c(=O)n1/N=C/c1ccc(Cl)cc1 the results were TbREL1 inh 4.
For c1ccc2c(c1)OCC(c1csc3ncnc(N4CCCCC4)c13)O2 (stereo not drawn) the results were TbREL1 inh 6.
`CCC(CC)c1nnc(NC(=O)CN2C(=O)NC3(CCCC3)C2=O)s1` gave TbREL1 inh 3.
Cc1cc(C)cc(N(C(=O)c2csnn2)C(C(=O)NC2CCCCC2)c2ccccn2)c1 (stereo not drawn) was read as TbREL1 inh -1.
For CCN(CC)C(=O)CSc1nc2c(sc(=S)n2CC)c(=O)n1-c1ccccc1 the results were TbREL1 inh -4.
For CC(=O)c1cccc(NC(=O)Nc2ccc(C(=O)N3CCCC3)cc2)c1 the results were TbREL1 inh 2.
`CC(=O)OC1CSc2nc3ccccc3n2C1` (stereo not drawn) gave TbREL1 inh -3.
Cc1ccc(N2CC(C(=O)Nc3nnc(SCC(=O)NCC4CCCO4)s3)CC2=O)cc1 (stereo not drawn) was read as TbREL1 inh -1.
COC(=O)C(Nc1nccs1)(OC)C(F)(F)F (stereo not drawn) was read as TbREL1 inh -2.
Screening CS(=O)(=O)Nc1ccc(C(=O)NCc2ccccn2)cc1 returned TbREL1 inh 9.
`COc1ccc(C(=O)N2CCCC(C(N)=O)C2)cc1S(=O)(=O)N1CCOCC1` (stereo not drawn) gave TbREL1 inh 4.
CC1CCCCC1NC(=O)Cn1[nH]c(=O)c2ccccc2c1=O (stereo not drawn) was read as TbREL1 inh -1.
Screening CCn1c(SCC(=O)NC2CCCC2)nnc1-c1ccco1 returned TbREL1 inh 3.
For Cc1cc(C)nc(N/C(=N\S(=O)(=O)Cc2ccccc2)Nc2cccc(Cl)c2C)n1 the results were TbREL1 inh 3.
`COc1ccc(Cl)cc1NC(=O)C(C)OC(=O)c1ccc(NS(=O)(=O)c2ccc3[nH]c(=O)[nH]c3c2)cc1` (stereo not drawn) gave TbREL1 inh 1.
For CCCc1ccc(-c2cc(C(=O)NCCc3ccc(S(N)(=O)=O)cc3)c3ccccc3n2)cc1 the results were TbREL1 inh 0.
COc1cc(OC)cc(-c2nnc(SCC(=O)N3CCCc4ccccc43)o2)c1 was read as TbREL1 inh 0.
Screening O=c1[nH]c(-c2ccccc2)ncc1Oc1ccccc1 returned TbREL1 inh 0.
O=C(Nc1ccncc1)Nc1ccc(Br)cc1Cl was read as TbREL1 inh 3.
Cn1cccc1C(=O)N1CCN(S(=O)(=O)c2ccc(Br)s2)CC1 was read as TbREL1 inh -3.
Screening COc1ccc(NC(=S)N2CCCCC2c2cccnc2)cc1 (stereo not drawn) returned TbREL1 inh -1.
Screening CCC1(c2ccccc2)C(=O)N(C(=O)OC(C)(C)C)N1C(=O)OC(C)(C)C (stereo not drawn) returned TbREL1 inh -1.
`CC(C)(C)n1nnnc1C(c1ccccc1F)N1CCN(C2CCCC2)CC1` (stereo not drawn) gave TbREL1 inh -1.
CCOC(=O)c1ccc2c(c1)N(Cc1ccccc1C)C(=O)c1ccccc1S2=O (stereo not drawn) was read as TbREL1 inh 2.

Taken from the results shown, 3 compounds:
Screening CCC1(c2ccccc2)C(=O)N(C(=O)OC(C)(C)C)N1C(=O)OC(C)(C)C (stereo not drawn) returned TbREL1 inh -1.
`CC(C)(C)n1nnnc1C(c1ccccc1F)N1CCN(C2CCCC2)CC1` (stereo not drawn) gave TbREL1 inh -1.
CCOC(=O)c1ccc2c(c1)N(Cc1ccccc1C)C(=O)c1ccccc1S2=O (stereo not drawn) was read as TbREL1 inh 2.

More records:
`COc1ccc(CN2CCC(CNC(=O)NC(C)C)CC2)cc1` gave TbREL1 inh 4.
Cc1ccc(S(=O)(=O)CCC(=O)OCC(=O)Nc2cc(S(=O)(=O)N3CCOCC3)ccc2Cl)cc1 was read as TbREL1 inh -1.
For COc1ccc(S(=O)(=O)Nc2ccc(F)c(F)c2)cc1C(=O)N1CCOCC1 the results were TbREL1 inh 1.
For Cc1ccc(-c2nnc(SCC(=O)N/N=C/c3c(C)nn(-c4ccccc4)c3C)n2-c2ccc(C)cc2)cc1 the results were TbREL1 inh -2.
For O=[N+]([O-])c1ccc(O)c(/C=N/n2cnc3ccccc32)c1 the results were TbREL1 inh 0.
For Cc1cccc(C#N)c1NC1=CC(=O)CC(C)(C)C1 the results were TbREL1 inh 1.
Cc1ccc(-c2cc(C(=O)O)c3ccccc3n2)s1 was read as TbREL1 inh 4.
Screening c1csc(Cc2nc(-c3ccc(-n4cccc4)cc3)no2)c1 returned TbREL1 inh 6.
`c1ccc(Cc2nn3c(COc4ccccc4)nnc3s2)cc1` gave TbREL1 inh -1.
For CCOc1ccc2c(c1)s/c(=N\S(=O)(=O)c1ccc(OC)cc1)n2C(F)F the results were TbREL1 inh 3.
Screening CC[C@@H]1Cc2[nH]c(=O)[nH]c(=O)c2[C@H](c2ccc(Cl)cc2)O1 returned TbREL1 inh 1.
CC(C)(C)OC(=O)C[C@H]1C/C=C\C[C@@H](CC(=O)N(CCO)Cc2ccccc2)C(=O)N2CCC[C@H]2COC1=O was read as TbREL1 inh -3.
`CCN1CCCCC(NC(=O)c2ccc(F)cc2)C1=O` (stereo not drawn) gave TbREL1 inh 5.
Cn1c(-c2sc3cc(C(F)(F)F)cnc3c2-c2ccccn2)n[nH]c1=S was read as TbREL1 inh -6.
For CCCCCC(=O)Nc1sc(C)c(C)c1C#N the results were TbREL1 inh 1.
`C=CCNC(=O)CSc1ncc2c(n1)-c1c(csc1SC)CC2` gave TbREL1 inh 4.
CC1CC(C)CN(C(=O)COC(=O)c2ccc[nH]c2=O)C1 (stereo not drawn) was read as TbREL1 inh 0.
`CC1(C(=O)NCc2cccc(C(F)(F)F)c2)CCN1Cc1ccc(-c2ccccc2)o1` (stereo not drawn) gave TbREL1 inh -4.
O=C(O)c1ccc(Cl)c(S(=O)(=O)N2CCCC2)c1 was read as TbREL1 inh 2.
Screening CC(=O)/C(=N\Nc1ccc(Cl)cc1)Sc1nnc(-c2ccccc2)n1-c1ccccc1 returned TbREL1 inh -3.
CCC(=O)Nc1ccc(N2CCC(C)CC2)cc1 was read as TbREL1 inh -3.
COc1ccc(S(=O)(=O)NC2CC(=O)N(c3ccc(C)c(C)c3)C2)cc1 (stereo not drawn) was read as TbREL1 inh -1.
Screening CN(Cc1ccccc1NS(=O)(=O)c1ccc(Cl)cc1)C1CCCCC1 returned TbREL1 inh -4.
Screening C/C(N)=C(/C#N)C(=O)COC(=O)c1ccc(NC(N)=O)cc1 returned TbREL1 inh -2.
Screening O=C(O)c1cc(S(=O)(=O)Nc2ccccc2Cc2ccccc2)ccc1Cl returned TbREL1 inh 0.
For Cn1nnnc1N=N/C(=N/Nc1ccccc1)c1ccccc1 the results were TbREL1 inh 3.
Screening Cc1ccc(N2CC(C(=O)Nc3nnc(SCCC4OCCO4)s3)CC2=O)cc1 (stereo not drawn) returned TbREL1 inh -5.
COc1ccccc1-c1cc(C(=O)N2CCCc3ccccc32)no1 was read as TbREL1 inh 0.
For COc1ccc(N2CCN(CCCNC(=S)Nc3c(C)cccc3C)CC2)cc1 the results were TbREL1 inh -6.
`CCc1ccccc1NC(=O)C1CCN(c2cnccn2)CC1` gave TbREL1 inh -2.

Arranged by heavy-atom count (ascending): some entries from above.
Screening C/C(N)=C(/C#N)C(=O)COC(=O)c1ccc(NC(N)=O)cc1 returned TbREL1 inh -2.
For Cn1nnnc1N=N/C(=N/Nc1ccccc1)c1ccccc1 the results were TbREL1 inh 3.
For COc1ccc(N2CCN(CCCNC(=S)Nc3c(C)cccc3C)CC2)cc1 the results were TbREL1 inh -6.

Random excerpt: 3 records from the list.
CCC(=O)Nc1ccc(N2CCC(C)CC2)cc1 was read as TbREL1 inh -3.
For COc1ccc(N2CCN(CCCNC(=S)Nc3c(C)cccc3C)CC2)cc1 the results were TbREL1 inh -6.
`CCc1ccccc1NC(=O)C1CCN(c2cnccn2)CC1` gave TbREL1 inh -2.

Further results:
COc1ccc2oc(C(=O)OCC(=O)Nc3ccccc3)c(C)c2c1 was read as TbREL1 inh -2.
For CCCN(CC1CC1)C(=S)NC(=O)c1cc(Br)ccc1Cl the results were TbREL1 inh 2.
Screening COc1ccc(CNC(=O)c2cc(S(=O)(=O)N3CCCCC3)ccc2N2CCOCC2)cc1OC returned TbREL1 inh -2.
O=C(NNC(=O)c1sccc1-n1cccc1)c1ccc(Cl)cc1 was read as TbREL1 inh 0.
`Cc1ccc(OCCNC(=O)c2cc(C(=O)NCCOc3ccc(C)cc3)cc([N+](=O)[O-])c2)cc1` gave TbREL1 inh 1.
Screening Cn1c(=O)c2c(nc(Cl)n2Cc2ccncc2)n(C)c1=O returned TbREL1 inh 0.
CCC(C)NC(=O)c1cccc(C)c1 (stereo not drawn) was read as TbREL1 inh 2.
For Cc1ccccc1S(=O)(=O)Oc1cccc2c(O)cccc12 the results were TbREL1 inh -2.
O=C(NCCNC(=O)C(c1ccccc1)c1ccccc1)c1ccco1 was read as TbREL1 inh 0.
`COc1ccc(N2CCN(C(=O)CCS(=O)(=O)c3cccc4nsnc34)CC2)cc1` gave TbREL1 inh -4.

Screens as filed in PubChem.

Not all compounds are listed, so the mix of outcomes need not match the whole.
